GRK2 aptamer HTS: human GRK2 inhibition via aptamer displacement; P25098; bead flow cytometry, FAM-aptamer displacement from GRK2; inhibition of aptamer binding, % at 10 µM; 330,000 compounds, 0.59% hits; AID 488847;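 active = inhibition of aptamer binding above 40%, roughly 3 SD of noise, on plates passing a quality check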;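 also: median bead fluorescence of bound FAM aptamer so fluorescent compounds give negative values; no value below 0 was filed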
JMJD2C inh: human JMJD2C demethylase inhibition | AID 2099 | GST-JMJD2C(1-420) H3K9me3 demethylation, DELFIA europium | 330,000 compounds, 0.069% hits | inhibition, % at 2.35 µM | Q9H3R0;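 active = more than half of a compound's replicate wells show inhibition beyond 50%, single wells judged on their own value; inconclusive = some, but no more than half, of replicates pass 50% inhibition; inactive = no replicate passes 50% inhibition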;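 also: signal counts dimethyl H3K9 product captured on neutravidin plate; 0% = median of DMSO wells and 100% = 0.3 times that DMSO median; strong numbers were not always called active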
Target sequence (Q9H3R0 1-420 limits assumed): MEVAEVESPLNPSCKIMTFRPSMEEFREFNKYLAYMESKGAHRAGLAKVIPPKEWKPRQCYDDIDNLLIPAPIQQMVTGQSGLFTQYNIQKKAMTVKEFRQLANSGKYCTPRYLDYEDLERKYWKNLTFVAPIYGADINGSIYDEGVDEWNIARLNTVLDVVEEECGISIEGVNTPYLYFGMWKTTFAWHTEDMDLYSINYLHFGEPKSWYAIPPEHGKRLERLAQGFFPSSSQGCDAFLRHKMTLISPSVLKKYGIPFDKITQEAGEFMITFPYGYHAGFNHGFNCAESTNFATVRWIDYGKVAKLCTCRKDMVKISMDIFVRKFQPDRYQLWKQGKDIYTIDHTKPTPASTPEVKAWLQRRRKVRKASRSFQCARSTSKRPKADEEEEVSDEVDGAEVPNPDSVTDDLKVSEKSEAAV
AGP1-GFP MLPCN: yeast TOR pathway AGP1-GFP modulation; S. cerevisiae AGP1-GFP multiplex flow cytometry, 3 h; GFP as percent of DMSO wells; GFP response vs DMSO, % at 10 µM; 320,000 compounds, 0.02% hits; AID 2066;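 active = GFP response relative to DMSO above a set limit, near screen average plus 3 SD, cut at about 150% in these data; inconclusive = fewer than 70 cells counted for the yeast strain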;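 also: median GFP channel fluorescence of the gated AGP1 strain per well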
CIT2 TOR yeast: yeast TOR pathway CIT2-GFP modulation; S. cerevisiae CIT2-GFP strain, flow cytometry, 3 h; 100 means same as DMSO wells; GFP response vs DMSO, % at 10 µM; 320,000 compounds, 0.065% hits;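 active = GFP response relative to DMSO above a set limit, near the screen mean plus 3 SD, cut at about 150% in these data; inconclusive = Fewer than 70 cells measured for a yeast strain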;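 also: ratio of well median GFP fluorescence to mean of DMSO wells on the plate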
LAP4-GFP MLPCN: modulators of TOR pathway LAP4-GFP in S. cerevisiae | S. cerevisiae LAP4-GFP multiplex, flow cytometry GFP, 3 h; median GFP as percent of DMSO wells | GFP response vs DMSO, % at 10 µM | 320,000 compounds, 0.34% hits | AID 2023;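 active = GFP response vs DMSO above a set limit, about the screen mean plus 3 SD, cut at about 150% in these data; inconclusive = under 70 cell events counted for the yeast strain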
RPL19A-GFP yeast: alters RPL19A-GFP fluorescence in TOR pathway yeast screen; S. cerevisiae RPL19A-GFP strain, flow cytometry, 3 h; hits give low values; percent response vs DMSO, % at 10 µM; 330,000 compounds, 0.3% hits;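 active = percent response vs DMSO below 50%; inconclusive = fewer than 70 events counted for the yeast strain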;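 also: median channel GFP fluorescence of the barcoded RPL19A-GFP strain; ratio of sample median GFP to plate DMSO average so 100% = DMSO; lower means less RPL19A-GFP as with rapamycin TOR inhibition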
MEP2 TOR yeast: modulators of TOR pathway MEP2-GFP in S. cerevisiae | S. cerevisiae MEP2-GFP strain, flow cytometry GFP, 3 h; 100% = DMSO control level | GFP response vs DMSO, % at 10 µM | 330,000 compounds, 0.51% hits;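 active = GFP response versus DMSO above a set limit, roughly screen mean plus 3 SD, cut at about 180% in these data; inconclusive = fewer than 70 cells counted for a yeast strain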;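 also: median GFP fluorescence of the barcode-gated MEP2-GFP cells per well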
VLA-4 inh: inhibition in a human VLA-4 binding assay; AID 2557; 330,000 compounds, 0.2% hits; P13612; VLA-4 expressing cells, ligand binding flow cytometry; inhibition, % (about 7 µM as worked out from the volumes in the protocol); in the data active = inhibition above about 50%
Starred values were filed as active, the others as inactive; ? = inconclusive; . = no result given; & = joins results of further samples.

SMILES	GRK2 aptamer HTS	JMJD2C inh	AGP1-GFP MLPCN	CIT2 TOR yeast	LAP4-GFP MLPCN	RPL19A-GFP yeast	MEP2 TOR yeast	VLA-4 inh
CCCn1c(=O)c(C(=O)NNC(=O)Cc2ccccc2)c(O)c2ccccc21	0	-3	100	100	97	105	96	24
CN1CCN(CCCNC(=O)c2nnc(Cc3c(F)cccc3Cl)o2)CC1	0	-10	105	104	98	98	104	4
COc1cc(OC)c(C2C(C(=O)O)c3ccccc3C(=O)N2C)cc1OC (stereo unspecified)	2	-6	97	88	100	98	105	4
O=C(NCCc1ccc(Cl)cc1)c1cccs1	1	-1	95	79	110	95	94	1
O=C(NC(C(=O)N/N=C/c1ccncc1)c1n[nH]c(=O)c2ccccc12)c1ccccc1 (stereo unspecified)	1	5	97	94	94	99	94	-2
N#CC1(NC(=O)CSc2nc3ccccc3o2)CCCCC1	0	5	104	97	103	89	98	7
CS(=O)(=O)c1nc2c(cc1C#N)CCCC2	0	-5	92	83	84	101	85	7
C/C(=N\Nc1nc(C)cc(C)n1)c1ccc(N2CCOCC2)cc1	2	25	80	87	76	85	73	27
COc1ccc(-c2csc(NC(C)c3nc4cc(C(=O)NCCCO)ccc4n3Cc3ccc(C)cc3)n2)cc1 (stereo unspecified)	5	-2	95	95	117	107	97	40
O=C(NCC(=O)N1CCCCC1)c1ccc2ccccc2c1	9	20	99	102	99	99	99	6
CCOc1cc(N2CCOCC2)c(OCC)cc1NC(=O)c1cnccn1	1	-3	105	104	96	101	104	7
COC(=O)c1sccc1NC(=O)COc1ccc(C)cc1	1	13	95	86	118	100	94	4
CN(CCc1ccccc1)C1CCCN(S(=O)(=O)c2cccc(F)c2)C1 (stereo unspecified)	1	-5	112	103	92	105	106	-1
CCN(CC)c1ccc(/C=N/N2CCN(Cc3ccccc3Cl)CC2)cc1	0	-2	99	106	92	101	106	8
O=Cc1ccc(OCC(=O)Nc2ccccc2C(F)(F)F)cc1	0	-25	101	97	106	97	95	0
CCn1ncc(Br)c1C(=O)Nc1sc2c(c1C(N)=O)CCC2	0	0	88	86	86	114	92	-28
O=C(c1ccccc1)c1ccc(OCC(O)CNCc2ccc(F)cc2)cc1 (stereo unspecified)	0	-3	95	91	85	103	102	5
O=[N+]([O-])c1cccc(S(=O)(=O)N2CCCCC2c2cccnc2)c1 (stereo unspecified)	0	?	102	95	102	97	99	-128
COc1ccc(OCCNS(=O)(=O)c2cccc([N+](=O)[O-])c2)cc1	0	-3	113	105	116	106	105	18
COc1ccc2nc(NNC(=O)c3cc(=O)c4ccccc4o3)sc2c1	1	12	96	97	105	100	103	-85

A few values from the list.
For RPL19A-GFP yeast, O=C(c1ccccc1)c1ccc(OCC(O)CNCc2ccc(F)cc2)cc1 (stereo unspecified) reads 103
For GRK2 aptamer HTS, CCCn1c(=O)c(C(=O)NNC(=O)Cc2ccccc2)c(O)c2ccccc21 reads 0

The list continues:
SMILES	GRK2 aptamer HTS	JMJD2C inh	AGP1-GFP MLPCN	CIT2 TOR yeast	LAP4-GFP MLPCN	RPL19A-GFP yeast	MEP2 TOR yeast	VLA-4 inh
Cc1[nH]n(-c2ccc([N+](=O)[O-])cc2)c(=O)c1C=NCC1CCCO1 (stereo unspecified)	1	4	95	94	98	92	97	-1
Cc1ccccc1CNC(=O)C1CCN(c2nnc(N3CCCC3=O)s2)CC1	0	-1	107	120	108	100	98	-20
Cc1ccc(S(=O)(=O)NCc2ccccc2)cc1C(=O)NC1CCC(C)CC1 (stereo unspecified)	0	13	99	99	93	102	100	-11
COCCN1CCN(Cc2nc(Cc3ccc(OC)c(OC)c3)no2)CC1	0	6	93	92	100	85	102	9
Cc1ccc(Cl)cc1N1CCN(S(=O)(=O)c2ccc3c(c2)oc(=O)n3C)CC1	1	-29	103	93	103	101	104	2
O=c1c(Cc2c(F)cccc2Cl)c(O)ccn1CCc1ccccn1	4	2	109	107	111	106	104	-2
Cc1nnc(-c2ccco2)c2cn(-c3cccc(Br)c3)nc12	0	9	90	98	95	109	100	-7
CCCCSc1nn[nH]n1	0	9	98	97	95	98	103	11
COc1ccc2c(-c3ccccc3)cc(SCC(=O)N(C)C)nc2c1	0	5	94	85	108	95	95	-12
CCS(=O)(=O)N1CCC(C(=O)O)CC1	8	8	98	92	100	101	99	-6
O=C(N/N=C/c1sc(N2CCCCC2)nc1-c1cccs1)c1cccnc1	0	4	95	92	109	95	93	-29
CC1CN(S(=O)(=O)c2ccc(C(=O)Nc3ccccc3F)cc2)CC(C)O1 (stereo unspecified)	2	-5	97	99	103	98	102	-3
CCN1/C(=C/C(C)=C/c2sc3ccccc3[n+]2CC)Sc2ccccc21	100*	-2	69	61	188*	50	102	.
O=C(CN1CCOCC1)Nc1ccc2c(c1)OCO2	0	-4	72	98	92	103	102	7
C/C(=N\NC(=O)c1cc(O)cc(O)c1)c1ccc(NC(=O)Cc2ccccc2)cc1	52*	0	105	.	97	110	92	0
CCOc1ccccc1CNC(=O)c1ccc(NC(=O)C2=CSCCO2)cc1	0	22	97	98	101	99	108	5
CCOc1ccc(C(=O)Nc2ccc3c(c2)OCCO3)cc1OC	0	27	101	102	107	106	110	5
CCOC(=O)CSc1ccc2nnc(-c3cccnc3)n2n1	0	0	103	105	90	98	99	-24
COc1ccc(C(=O)C2CCCN(Cc3cccn3-c3nccs3)C2)cc1OC (stereo unspecified)	0	2	101	89	95	95	98	-2
CC1(C)Cc2nc(Cl)c(C(N)=O)cc2CO1	1	2	100	93	105	95	97	16
CCO[C@@H]1OC(C(=O)N2CCCCCCC2)=C[C@H](C2CCCCC2)[C@H]1CCCO	0	-47	87	93	102	95	92	2
O=C(CN1CCN(Cc2ccc(F)cc2)CC1)Nc1nc2ccccc2s1	6	6	105	103	96	102	105	6
COc1ccc(S(=O)(=O)Nc2cc(C)c(O)c(S(=O)(=O)c3ccccc3)c2)cc1	0	3	111	96	85	104	98	-3
CCC(Sc1ccc2nnc(-c3ccc(F)cc3)n2n1)C(=O)O (stereo unspecified)	1	-1	.	92	93	93	98	8
CCOC(=O)c1cc(CC)sc1NC(=O)C1CC1	1	3	90	97	96	95	97	-1
CN(C)c1ccc(N=Nc2ccccc2C(=O)OCC(=O)NC2CCCC2)cc1	0	2	100	96	103	101	99	-6
O=C(CSc1ccc(C(F)(F)F)cc1[N+](=O)[O-])Nc1ccc2ccccc2c1	3	2	88	91	92	91	91	26
Cc1nc(NC(=O)c2ccccc2)sc1-c1csc(NCc2ccco2)n1	0	-16	99	94	110	97	98	-4
O=C(NC1CCCCC1)C(c1ccc(F)cc1)N(CCCN1CCOCC1)C(=O)c1ccc(CN2CCOCC2)o1 (stereo unspecified)	2	3	101	95	105	98	103	12
O=C(Nc1cccn2ncnc12)c1ccc(Cl)cc1	0	3	96	95	87	98	99	13
O=C(CCn1c(=O)oc2ccc(Cl)cc21)NCCCN1CCOCC1	2	-2	125	120	119	111	112	-3
CCOc1cc(C2NC(=O)NC(O)(C(F)(F)F)C2C(=O)c2ccccc2)ccc1OC (stereo unspecified)	8	22	93	98	97	90	101	13
O=C(NCc1ccco1)/C(=C/c1ccc(Br)cc1)NC(=O)c1ccco1	0	2	104	103	91	99	100	25
CCOC(=O)c1ccc(N2C(=O)CC(N3CCC(C(=O)OCC)CC3)C2=O)cc1 (stereo unspecified)	3	-1	82	87	92	87	88	25
COc1ccc(OCC(O)CN2CCN(c3ccc(Cl)cc3)CC2)cc1 (stereo unspecified)	0	13	104	107	98	102	105	12
Cc1ccc(-c2nnn(CC(=O)N(Cc3ccccc3)C(C(=O)NC3CCCC3)c3ccncc3)n2)o1 (stereo unspecified)	0	-18	.	96	100	98	103	-8
CCOc1ccc(NC(=S)NCCCN2CCOCC2)cc1	2	-41	83	77	87	83	89	23
O=C(CNC(=O)c1ccccc1F)OCc1nc2ccccc2s1	7	5	93	91	97	94	101	11
CC1(C)C(=O)OC(c2cc(Br)ccc2O)C(C)(C)C1=O (stereo unspecified)	4	-10	109	121	113	103	103	12
O=C(COC(=O)c1cc(S(=O)(=O)N2CCOCC2)ccc1Cl)NCc1ccco1	3	-9	100	88	100	93	99	-1
Cc1noc(C)c1S(=O)(=O)N1CCC(Cc2ccccc2)CC1	0	7	.	96	77	96	82	3
COc1cc(OC)c(NS(=O)(=O)c2coc(C(N)=O)c2)cc1Cl	0	-3	100	95	101	99	98	-98
COc1cc(CCC(=O)OCC(=O)Nc2c(C)cccc2C(C)C)cc(OC)c1OC	4	0	100	105	97	99	97	-7
COC(=O)Cn1cc(/C=N/NC(=O)c2ccc(C#N)cc2F)c2ccccc21	2	-3	104	106	103	98	99	7
Cc1cc(N/N=C/c2ccc(O)c(C)c2O)nc(-c2ccccc2O)n1	2	4	90	110	101	100	107	19
CS(=O)(=O)N(Cc1ccc(C(=O)NN=C2CCCC2)cc1)c1ccccc1	3	7	95	96	90	106	101	-1
CCCn1c(SCC(=O)N2CCc3ccccc3C2)nc(O)cc1=O	3	4	102	99	100	99	104	-5
COc1ccc(/C=C/C(=O)OCC(=O)NC2CCCC2)cc1OC	0	0	94	95	93	93	92	-16
C=CCNC(=O)/C(C#N)=C/c1c(N2CCCCCC2)nc2ccccn2c1=O	1	1	92	99	97	102	104	0
O=C(NCCCc1nc2ccccc2[nH]1)c1ccc(F)cc1	0	-16	94	98	104	107	101	-1
COCCn1cc(C(=S)N2CCCCC2)c2ccccc21	0	9	70	91	96	89	82	3
COC(=O)c1ccc(Cn2nc(C)c(Br)c2C)cc1	0	1	104	91	112	98	98	-4
COc1ccc(C(=O)NCCCOC(C)C)cc1OC1CCN(C(C)=O)CC1	3	-11	93	99	101	101	109	11
Cc1ccc(C(=O)C2C(=O)c3ccccc3C2=O)cc1	0	3	92	94	87	97	87	-1
COCCNC(=O)CCCn1c(=O)c2cc(OC)c(OC)cc2n(CC(=O)c2cccc(OC)c2)c1=O	1	-1	113	102	108	103	106	-5
Oc1c(N=NC(=S)Nc2ccccc2F)c2ccccc2n1Cc1ccccc1Cl	7	25	103	105	99	96	99	-11
CCOc1cc(C)c(S(=O)(=O)N2CCCC2)cc1C	4	6	91	65	154*	86	93	36
O=C(NCC(=O)N(Cc1cccs1)C(C(=O)NC1CCCC1)c1ccncc1)c1ccco1 (stereo unspecified)	2	69&8	93	93	92	91	99	3
Cc1ccc(CNC(=O)CC(NC(=O)c2ccccc2)c2ccccc2)cc1 (stereo unspecified)	0	3	104	101	103	97	106	15
O=C(c1ccccc1/S(=N/S(=O)(=O)c1ccccc1)N1CCOCC1)N1CCOCC1 (stereo unspecified)	0	3	99	84	106	97	94	13
COc1ccc(C(=S)N2CCN(c3cccc(Cl)c3)CC2)c(OC)c1	1	.	105	101	113	106	111	7

LAP4-GFP MLPCN: what is marked active above
SMILES	GRK2 aptamer HTS	JMJD2C inh	AGP1-GFP MLPCN	CIT2 TOR yeast	LAP4-GFP MLPCN	RPL19A-GFP yeast	MEP2 TOR yeast	VLA-4 inh
CCN1/C(=C/C(C)=C/c2sc3ccccc3[n+]2CC)Sc2ccccc21	100*	-2	69	61	188*	50	102	.
CCOc1cc(C)c(S(=O)(=O)N2CCCC2)cc1C	4	6	91	65	154*	86	93	36

Source: PubChem (several laboratories)
